Hep lipid drop: modulators of hepatic lipid droplet formation. AML12 mouse hepatocytes, oleate lipid droplets, BODIPY imaging. inhibition, % at 6.5 µM. 240,000 compounds, 0.4% hits;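 active means lipid droplet intensity inhibited by at least 50%, with more than 500 cells counted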
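Test system: AML12 hepatocytes (mouse); reagent: oleate loading, 100 µM; dosing: one dose, 6.5 µM compound; incubation: overnight exposure; signal: fluorescence imaging, 20x objective, two fields per well; read-out basis: % inhibition of corrected integrated BODIPY droplet signal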
UTI89 phage lysis: inhibition of K1F phage lysis, E. coli UTI89, bacterial capsule biogenesis inhibitors, alamar blue (AID 488966); 340,000 compounds, 0.02% hits; one-dose inhibition, % at 100 µM; IC50 in µM for titrated hits; E. coli UTI89 K1F phage lysis, alamar blue, 2 h; higher % means a stronger effect;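 active means phage lysis inhibition, versus mean bacterial control, above a set limit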;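 further: capsule biogenesis inhibitors block K1F phage lysis so surviving cells raise fluorescence; higher fluorescence means more inhibition of phage lysis; actives were called in the ten point dose series up to 300 µM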
SIAH1 antagonists: Siah-1 peptide-binding antagonists, primary screen, biochemical, fluorescence polarization, rhodamine-plectin, uHTS (AID 1817). Siah-1 / rhodamine-plectin peptide fluorescence polarization; higher % means a stronger effect. displacement, % at 20 µM, or IC50 in µM where a hit was titrated. 290,000 compounds, 0.02% hits;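 active means displacement of at least 50% at 20 µM, with a fluorescence ratio check between 0.3 and a set limit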;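 further: plate controls were Siah plus tracer with DMSO for no effect and tracer alone without Siah for full effect; strong numbers were not always called active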
Hep lipid drop cells 6.5 µM: further read-out of Hep lipid drop, marked with its call; cell count; measured here: cell count, cytotoxicity flag;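 cells counted across two imaged fields per well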
Starred values were filed as active, the others as inactive; [ ] = another dose, or the depositor's remark. An excerpt (hit frequency here may not be typical).

| smiles | Hep lipid drop | Hep lipid drop cells 6.5 µM | UTI89 phage lysis | SIAH1 antagonists |
| --- | --- | --- | --- | --- |
| COc1cc(CNc2ncc(-c3ccc(Cl)cc3)n2C)cc(OC)c1OC | -13 | 738 | -1.4% | -2% |
| COc1cc(OC)c(NC(=O)C2CCCN2C(=O)OCc2ccccc2)cc1Cl (stereo not given) | -12 | 764 | 1.6% | 1% |
| O=C(c1cccc(C(F)(F)F)c1)C1CCCN(C(=O)C2CCOCC2)C1 (stereo not given) | -18 | 612 | -0.1% | -2% |
| Cc1c(Br)c([N+](=O)[O-])nn1CC(=O)NC1CCCCCC1 | 1 | 843 | -0.1% | -7% |
| O=C(Nc1cccc2c1CCCC2)c1ccccc1Br | 12 | 853 | 0.2% | -4% |
| COc1ccc(S(=O)(=O)N2CCC(C(=O)NCc3ccncc3)CC2)cc1C | 8 | 795 | 0.0% | 7% |
| Cc1cccc(C)c1NC(=O)NC1(C(=O)NCc2ccncc2)CCCCC1 | -25 | 753 | 0.3% | 10% |
| CCOc1cc(C2C(C(C)=O)=C(C)Nc3ncnn32)ccc1O (stereo not given) | 13 | 842 | 0.0% | 5% |
| Cc1ccc(SCC(=O)NNC(=O)c2ccc(S(C)(=O)=O)cc2)cc1 | -6 | 821 | -0.2% | -6% |
| COc1ccc(NS(=O)(=O)c2ccc(N3CCN(CCO)CC3)c([N+](=O)[O-])c2)cc1 | -67 | 651 | 1.0% | 4% |
| CCN(Cc1ccccc1)C(=O)c1ccc(NC(=O)c2ccc(OC)cc2)cc1 | -8 | 792 | 0.3%[50 µM] | -1% |
| CC(C)c1ccc(OCC(=O)Nc2ccccc2C(=O)N2CCOCC2)cc1 | -42 | 640 | -0.2%[50 µM] | -2% |
| COc1ccccc1S(=O)(=O)Nc1cc(C)nn1-c1ccc(C)cc1 | -12 | 815 | -0.1% | 1% |
| Cn1c(=O)cc(Nc2ccccc2)[nH]c1=O | 18 | 766 | 1.2% | -2% |
| CCOC(=O)C1CCN(C(=O)CCCn2nc(C)c3c(C)n(-c4ccc(C)cc4)nc3c2=O)CC1 | 21 | 768 | -0.3% | 1% |

Other records
| smiles | Hep lipid drop | Hep lipid drop cells 6.5 µM | UTI89 phage lysis | SIAH1 antagonists |
| --- | --- | --- | --- | --- |
| CCCc1cc(=O)oc2cc(OC(C)C(=O)NC3CC(C)(C)NC(C)(C)C3)ccc12 (stereo not given) | -6 | 736 | 0.2% | 1% |
| Cc1cc(C)c(S(=O)(=O)NCC(=O)NCc2cc(=O)n(C)c(=O)n2C)c(C)c1 | 3 | 689 | 0.2% | 1% |
| CCOc1ccc(-n2nnnc2SCC(=O)Nc2cccc(O)c2)cc1 | 5 | 851 | 1.0% | 2% |
| O=C(Nc1ccc(Cl)cc1)C1C2C=CC3(O2)C1C(=O)N(CCN1CCCCC1)C3C(=O)NC1CCCCC1 (stereo not given) | 10 | 696 | 0.2% | 4% |
| COc1ccccc1C(CNC(=O)c1cccc(S(=O)(=O)Nc2ccc(C)cc2)c1)N(C)C (stereo not given) | -1 | 824 | 2.3%[50 µM] | 4% |
| O=C(CN1C(=O)NC2(CCCC2)C1=O)Nc1ccc(OC(F)(F)F)cc1 | -1 | 786 | 0.4% | 0% |
| CN(Cc1ccccc1)c1ccc(C(CC(N)=O)NC(=O)c2ccccc2)cc1[N+](=O)[O-] (stereo not given) | -1 | 748 | 0.1% | -1% |
| COc1ccc(OC)c(S(=O)(=O)N2CCN(Cc3ccccc3)CC2)c1 | -8 | 814 | -1.1% | -4% |
| COc1ccccc1N1CCN(C(=O)C2CCCN(S(=O)(=O)c3ccc4c(c3)oc(=O)n4C)C2)CC1 (stereo not given) | -5 | 665 | -0.1% | 3% |
| CCc1ccc(CN2CCCC(CNC(=O)c3cccc(OC)c3OC)C2)cc1 (stereo not given) | -2 | 795 | 0.3% | 2% |
| N/C(=N\OC(=O)CC1CCCCC1)c1ccc(Cl)cc1 | 8 | 680 | 0.3% | 12% |
| O=C(NCc1cccc(C(F)(F)F)c1)c1ccc2c(c1)OCCO2 | 2 | 802 | -0.4% | -3% |
| O=C(C1=C(O)C(=O)N(CC2CCCO2)C1c1cccc(Cl)c1)c1ccco1 (stereo not given) | -12 | 767 | -0.7% | -2% |
| CC(=O)N(Nc1ccccc1)c1ccccc1 | -7 | 808 | -0.1% | 3% |
| O=C(/C=C/c1ccc([N+](=O)[O-])cc1)N1CCN(Cc2ccccc2)CC1 | 6 | 849 | 0.5% | 6% |

Three consecutive compounds out of the list so far, for reference:
| smiles | Hep lipid drop | Hep lipid drop cells 6.5 µM | UTI89 phage lysis | SIAH1 antagonists |
| --- | --- | --- | --- | --- |
| CCCc1cc(=O)oc2cc(OC(C)C(=O)NC3CC(C)(C)NC(C)(C)C3)ccc12 (stereo not given) | -6 | 736 | 0.2% | 1% |
| Cc1cc(C)c(S(=O)(=O)NCC(=O)NCc2cc(=O)n(C)c(=O)n2C)c(C)c1 | 3 | 689 | 0.2% | 1% |
| CCOc1ccc(-n2nnnc2SCC(=O)Nc2cccc(O)c2)cc1 | 5 | 851 | 1.0% | 2% |

Exported with two lines to a compound: 13 of the compounds above.
Screens in order: Hep lipid drop, Hep lipid drop cells 6.5 µM, UTI89 phage lysis, SIAH1 antagonists
> CCOc1ccc(-n2nnnc2SCC(=O)Nc2cccc(O)c2)cc1
→ 5, 851, 1.0%, 2%
> O=C(Nc1ccc(Cl)cc1)C1C2C=CC3(O2)C1C(=O)N(CCN1CCCCC1)C3C(=O)NC1CCCCC1 (stereo not given)
→ 10, 696, 0.2%, 4%
> COc1ccccc1C(CNC(=O)c1cccc(S(=O)(=O)Nc2ccc(C)cc2)c1)N(C)C (stereo not given)
→ -1, 824, 2.3%[50 µM], 4%
> O=C(CN1C(=O)NC2(CCCC2)C1=O)Nc1ccc(OC(F)(F)F)cc1
→ -1, 786, 0.4%, 0%
> CN(Cc1ccccc1)c1ccc(C(CC(N)=O)NC(=O)c2ccccc2)cc1[N+](=O)[O-] (stereo not given)
→ -1, 748, 0.1%, -1%
> COc1ccc(OC)c(S(=O)(=O)N2CCN(Cc3ccccc3)CC2)c1
→ -8, 814, -1.1%, -4%
> COc1ccccc1N1CCN(C(=O)C2CCCN(S(=O)(=O)c3ccc4c(c3)oc(=O)n4C)C2)CC1 (stereo not given)
→ -5, 665, -0.1%, 3%
> CCc1ccc(CN2CCCC(CNC(=O)c3cccc(OC)c3OC)C2)cc1 (stereo not given)
→ -2, 795, 0.3%, 2%
> N/C(=N\OC(=O)CC1CCCCC1)c1ccc(Cl)cc1
→ 8, 680, 0.3%, 12%
> O=C(NCc1cccc(C(F)(F)F)c1)c1ccc2c(c1)OCCO2
→ 2, 802, -0.4%, -3%
> O=C(C1=C(O)C(=O)N(CC2CCCO2)C1c1cccc(Cl)c1)c1ccco1 (stereo not given)
→ -12, 767, -0.7%, -2%
> CC(=O)N(Nc1ccccc1)c1ccccc1
→ -7, 808, -0.1%, 3%
> O=C(/C=C/c1ccc([N+](=O)[O-])cc1)N1CCN(Cc2ccccc2)CC1
→ 6, 849, 0.5%, 6%

Next section.
| smiles | Hep lipid drop | Hep lipid drop cells 6.5 µM | UTI89 phage lysis | SIAH1 antagonists |
| --- | --- | --- | --- | --- |
| COc1ccc(NC(=O)CC2CCCC2)cc1OC | -13 | 796 | -1.2% | -5% |
| CC(C)[C@H](NC(=O)N1c2ccccc2NC(=O)[C@@H]1C(C)C)C(=O)N1CCC[C@H]1C(=O)O | 1 | 753 | 4.0% | -1% |
| COc1ccc(C(C(=O)NCC2CCCO2)N(C(=O)c2snc(C(N)=O)c2N)c2ccccc2)cc1OC (stereo not given) | 7 | 722 | -0.2% | -2% |
| Cc1cc(C(=O)NC2CCCc3c2cnn3-c2cccc(C)c2C)no1 (stereo not given) | -2 | 770 | 0.2% | 5% |
| CCOC(=O)c1c(-c2ccccc2)oc2cc(Br)c(O)cc12 | 11 | 848 | 2.7%[50 µM] | -5% |
| CCCNC(=O)N1CCN(C(c2ccccc2)c2ccccc2)CC1 | -2 | 700 | 0.3% | 13% |
| O=C(CSc1nc2ncccc2[nH]1)NC1CCCC1 | 2 | 717 | -0.6% | -8% |
| COC(=O)c1ccc(N2CCOCC2)c(NC(=O)c2ccc3c(c2)OCO3)c1 | 1 | 895 | 0.3% | 4% |
| COc1cccc(C2/C(=C(\O)c3ccc4c(c3)OCCO4)C(=O)C(=O)N2Cc2cccnc2)c1 (stereo not given) | -3 | 740 | -3.6% | -2% |
| O=C(CSc1nnc(CNC(=O)c2ccccc2F)o1)NC1CCCC1 | 8 | 647 | 0.3% | 6% |
| COc1ccc(CN2CCNC(=O)C2CC(=O)N(C)Cc2nccs2)c(OC)c1 (stereo not given) | 10 | 768 | 0.4% | -2% |
| CCC(C(=O)N1CCC(C(N)=O)CC1)n1nc(C)n2c(cc3occc32)c1=O (stereo not given) | 7 | 697 | 2.2% | 9% |
| COCCn1c(=O)[nH]c2cc(C(=O)Nc3cc(OC)c(OC)c(OC)c3)ccc2c1=O | -3 | 815 | 0.2% | -2% |
| Cc1cccc(NS(=O)(=O)c2ccc(NC(=O)N3CCCCC3)cc2)c1 | -5 | 873 | -0.1% | 12% |
| Cc1cc(C(=O)N2CCN(c3ccc(F)cc3)CC2)on1 | 6 | 693 | -0.6% | 4% |
| CN(C)CCN(C(=O)c1ccc2ccccc2c1)c1nc2ccc(F)cc2s1 | 7 | 812 | 1.5% | 0% |
| COc1cc(N2C(=O)CSC2=S)cc(OC)c1OC | -16 | 810 | 1.0% | 2% |
| CCCn1c(-c2ccc(C(=O)OC)cc2)nc2c1c(=O)[nH]c(=O)n2Cc1ccccc1 | 12 | 835 | 0.3% | 4% |

Screening data: PubChem BioAssay, several laboratories
